# GAA glycogen: GAA glycogen-cleavage inhibition or activation | P10253 | recombinant GAA, glycogen substrate, Amplex Red glucose oxidase fluorescence | Potency, µM (series often up to 76.4 µM), without a hit: at the top dose activity change, negative = inhibition, usual class: inhibitors | 300,000 compounds, 0.38% hits | AID 2100;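 further: 0% = full enzyme reaction and -100% = no-enzyme basal signal; the screen sought inhibitors and activators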
#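 Natural-substrate format: glycogen cleavage by 4 nM human enzyme, glucose read by Amplex Red coupling (Ex 573, Em 610 nm). Normalized to enzyme and no-enzyme controls.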
# L3MBTL1 block: blocks human L3MBTL1; Potency, µM (series often up to 57.1 µM), for inactives: at the top dose activity, negative = inhibition, usual class: inhibitors; Q9Y468; 230,000 compounds, 0.66% hits; AlphaScreen L3MBTL1–H3K9me1 peptide binding; AID 485360; further: nearly all actives have a fitted effect of over 60% in size
#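 L3MBTL1 (50 nM) pre-complexed 30 min with biotinylated H3(1-15)K9me1 peptide (75 nM), then compounds added for 30 min at room temperature; AlphaScreen streptavidin donor/nickel chelate acceptor beads (10 ug/mL final) read after 30 min dark incubation.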
# RECQ1 inh: blocks DNA unwinding by human RECQ1; RECQ1 DNA unwinding, red fluorescence kinetic read; Potency, µM (highest dose often 57.3 µM), for inactives: at the top dose activity, negative = inhibition, most hits filed as inhibitors; 240,000 compounds, 0.54% hits; P46063; AID 2549;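 further: plate controls were vehicle for no effect and no enzyme for full effect; nearly all actives have a fitted effect of over 30% in size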
# Target sequence (P46063 whole entry, looked up): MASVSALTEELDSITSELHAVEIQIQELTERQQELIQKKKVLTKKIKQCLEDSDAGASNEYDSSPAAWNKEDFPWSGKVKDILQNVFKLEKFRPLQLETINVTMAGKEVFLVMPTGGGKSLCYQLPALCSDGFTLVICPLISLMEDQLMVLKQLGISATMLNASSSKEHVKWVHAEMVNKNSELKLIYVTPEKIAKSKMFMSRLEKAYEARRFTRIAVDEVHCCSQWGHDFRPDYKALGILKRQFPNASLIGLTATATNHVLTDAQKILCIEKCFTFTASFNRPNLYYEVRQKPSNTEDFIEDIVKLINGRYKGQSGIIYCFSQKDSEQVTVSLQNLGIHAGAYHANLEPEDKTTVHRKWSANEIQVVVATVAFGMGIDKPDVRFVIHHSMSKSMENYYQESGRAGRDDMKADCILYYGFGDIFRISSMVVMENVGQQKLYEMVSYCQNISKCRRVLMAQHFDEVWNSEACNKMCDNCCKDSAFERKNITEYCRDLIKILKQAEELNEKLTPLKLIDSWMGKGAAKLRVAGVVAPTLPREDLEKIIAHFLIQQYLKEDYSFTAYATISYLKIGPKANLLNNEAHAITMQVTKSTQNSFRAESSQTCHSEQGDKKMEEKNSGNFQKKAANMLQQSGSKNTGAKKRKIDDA
#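 50 nM RECQ1T1 preincubated 15 min with compound in Tris pH 8.0 buffer with MgCl2, DTT, Tween-20 and 2.5 ug/ml poly(dI-dC); started with 200 nM TAMRA/BHQ-2 forked duplex and 2 mM ATP. Unwinding read as fluorescence (525/598 nm), two reads 2 h apart.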
# TRb SRC2 PPI: TRbeta-SRC2 interaction inhibition; P10828; TRbeta-SRC2 peptide binding, fluorescence polarization; receptor liganded with 1 µM T3; Potency, µM (titrated, usually from 106 µM), inactives show at the highest dose activity change, negative = inhibition, hits mostly inhibitors; 280,000 compounds, 0.065% hits;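 further: plate controls were bound peptide for no effect and peptide without receptor for full effect; nearly all actives have a fitted effect of over 50% in size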
#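 Polarization signal, normalized between peptide-alone and full complex controls, measured compound effects on T3-liganded human TRb LBD (0.6 uM) binding 20 nM Texas Red SRC2 peptide after 5 hr.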
# RGS12 GoLoco inh: inhibitors of human Gai1-RGS12 GoLoco interaction (red fluorophore); P63096; Gai1:RGS12 GoLoco peptide FP, rhodamine, 10 min; Potency, µM (top dose mostly 61.6 µM), for inactives: top-dose activity, negative = inhibition, hits mostly inhibitors; 230,000 compounds, 0.44% hits; AID 880; active means well fitted inhibition curve with a large enough effect, not every such curve was filed as active; inactive means no such curve, though single readings can be large or run the other way; further: nearly all actives have a fitted effect of over 30% in size; many of its hits are not listed in these tables
# Target sequence (P63096 whole entry, looked up): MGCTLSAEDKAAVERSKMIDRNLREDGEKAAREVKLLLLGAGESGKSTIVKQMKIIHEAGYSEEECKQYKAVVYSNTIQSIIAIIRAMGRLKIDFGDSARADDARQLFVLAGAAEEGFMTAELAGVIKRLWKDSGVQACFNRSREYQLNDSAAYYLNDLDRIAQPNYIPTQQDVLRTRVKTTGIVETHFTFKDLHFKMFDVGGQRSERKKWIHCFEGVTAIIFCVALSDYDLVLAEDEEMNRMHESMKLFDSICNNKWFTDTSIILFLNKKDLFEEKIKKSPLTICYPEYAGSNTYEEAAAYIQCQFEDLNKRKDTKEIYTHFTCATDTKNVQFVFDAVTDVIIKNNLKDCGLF
# GAA inhib: blocks human lysosomal alpha-glucosidase. Potency, µM (titrated, usually from 76.9 µM), for inactives: at the highest dose activity change, negative = inhibition, usual class: inhibitors. 200,000 compounds, 0.005% hits. AID 1466. P10253. purified human GAA, 4-MU-alpha-glucoside fluorescence;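 further: plate controls were uninhibited enzyme wells for no effect and no-enzyme background for full effect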
#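 Read-out is 4-methylumbelliferone fluorescence (Ex 365/Em 440 nm) after NaOH/glycine stop at pH 10. Enzyme 4 nM, substrate 400 uM, pH 5.0 citrate buffer, 20 min room temperature; AC50 from Hill-equation concentration-response.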
# TR SRC2 fluor cs: Texas Red fluorescence interference in TRb-SRC2 counter-screen; TRb/SRC2 Texas Red total fluorescence interference; Potency, µM (highest dose often 106 µM), without a hit: top-dose fluorescence change, negative = quenching; 280,000 compounds, 0.29% hits; active means well fitted curve in either direction with a large enough effect; inconclusive means small, poorly fitted or top-dose-only effect
#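 Human TRβ ligand-binding domain (0.6 uM) and Texas Red SRC2 peptide (20 nM) in Tris buffer with 1 uM T3 and 5% DMSO were incubated with pinned compound for 5 hr at ambient temperature. Total fluorescence was computed as S + 2P (555/632 nm).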
# aGlu spleen mod: lysosomal alpha-glucosidase (human) modulation; 240,000 compounds, 0.006% hits; human spleen homogenate, 4-MU-alpha-glucoside fluorescence; Potency, µM (highest dose often 79.9 µM), for inactives: at the highest dose activity change, negative = inhibition, most hits filed as inhibitors; P10253;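 further: 0% = enzyme with vehicle and -100% = no enzyme basal signal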
#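 Human spleen homogenate (1 ug) incubated with compounds and 1 mM 4-methylumbelliferyl-alpha-D-glucopyranoside in pH 5.0 citrate/phosphate buffer, 37 C, 40 min. Stopped at pH 10; 4-MU fluorescence (Ex 365/Em 440 nm); AC50 by Hill fit.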
# The depositor's hits bear a star; i = inactive; ? = inconclusive; . = not tested or not shown; [ ] = another dose, or the depositor's remark. Unless noted, the call rests on the fitted dose curve; in most records, active means well fitted curve in the direction sought with a large enough effect; inconclusive means small, poorly fitted or top-dose-only effect, or another doubt; inactive means no such curve, though single readings can be large; an effect the other way counts as inactive or inconclusive. Unless noted, on the % scale 0 is the no-effect control and ±100 the full control effect; potency means the concentration at half of the fitted maximal effect. A portion of the library, so the mix of outcomes need not match the whole.
SMILES,GAA glycogen,L3MBTL1 block,RECQ1 inh,TRb SRC2 PPI,RGS12 GoLoco inh,GAA inhib,TR SRC2 fluor cs,aGlu spleen mod
O=C1c2ccccc2C(O)N1Cc1ccc2c(c1)OCO2 (centres undefined),7.4%,.,-9.5%,-9.2%,3.4%,-1.9%,-1.0%,-1.7%
COc1cc(NC(=O)C2CCC(CNc3c(N4CCC(C)CC4)c(=O)c3=O)CC2)cc(OC)c1 (centres undefined),23.3%,.,-4.0%,-4.6%,5.0%,?,-2.5%,-2.7%
CC(C)NC(=O)c1ccccc1NC(=O)CCc1ccccc1,7.6%,0.1%,-0.4%,3.8%,6.1%,0.8%,-4.1%,-2.3%
CCc1ccc(NC(=O)c2cc(CC(C)C)on2)cc1,5.4%,13.9%,-6.0%,-15.1%,-0.1%,8.3%,-0.1%,-4.2%
O=C(NNC(=O)c1sccc1-n1cccc1)c1ccccc1,-19.4%,-2.9%,5.4%,-3.7%,0.7%,8.9%,-5.1%,-4.8%
CCC(O)(CC)C(=O)N=Nc1c(O)[nH]c2ccccc12,13.7%,-9.1%,-1.3%,-6.1%,2.6%,0.9%,-2.5%,-6.6%
CC(C)(C)C1C=C(Sc2ccccc2)C(=O)O1 (centres undefined),3.6%,5.1%,5.0%,-0.8%,-6.4%,-1.1%,2.4%,0.2%
Cn1c(C(F)(F)F)nc2c(=O)oc3ccccc3c21,1.5%,5.3%,2.7%,-4.3%,1.6%,3.2%,-3.9%,-3.8%
C=C(C)Cn1c(C2CC(=O)N(c3ccccc3F)C2)nc2ccccc21 (centres undefined),-3.2%,-3.2%,-7.7%,2.1%,8.0%,-0.7%,-1.9%,3.2%
Cc1nc2sc(C(c3ccco3)N3CCN(c4ccccc4F)CC3)c(O)n2n1 (centres undefined),-5.9%,-0.6%,2.5%,3.4%,-1.6%,5.8%,2.2%,-9.7%
CCCCOc1ccc(C(=O)C(CN2CCOCC2)c2ccccc2)cc1 (centres undefined),-7.3%,-4.6%,-9.0%,?,4.2%,-11.4%,-2.2%,3.7%
Cc1ccc(NC(=O)CN(c2ccccc2)S(=O)(=O)N(C)C)cc1C,-0.1%,-7.1%,0.7%,4.5%,52.9%[activator],3.0%,1.2%,-6.0%

# Copied from the list:
# Value of `CC(C)(C)C1C=C(Sc2ccccc2)C(=O)O1` (centres undefined) under TRb SRC2 PPI: -0.8%
# Value of `CCc1ccc(NC(=O)c2cc(CC(C)C)on2)cc1` under GAA inhib: 8.3%

# (next part)
SMILES,GAA glycogen,L3MBTL1 block,RECQ1 inh,TRb SRC2 PPI,RGS12 GoLoco inh,GAA inhib,TR SRC2 fluor cs,aGlu spleen mod
CC(C)(C)C1CCC2(CC1)NC(CO)(CO)CO2 (centres undefined),6.7%,1.2%,-7.2%,1.2%,1.3%,-5.2%,0.4%,-3.2%
Cn1c(COc2ccc3ccccc3c2)nnc1SCC(=O)OC1CCCCC1,-9.8%,?,-1.3%,-2.5%,0.9%,-1.9%,-2.0%,-0.4%
COc1ccc(-c2noc(CCC(=O)NCCN3CCN(c4ccccc4F)CC3)n2)cc1,2.8%,.,-6.2%,1.1%,6.2%,?,0.6%,-6.5%
COC(=O)c1nn(-c2cccc(C)c2)c2nnc(Cc3ccc(C)cc3)c(=O)n12,0.7%,3.2%,-2.6%,-5.5%,-7.8%,-2.6%,-1.4%,1.4%
CSc1nc(C)cc(C)c1S(=O)(=O)c1ccccc1C,2.9%,27.5%,-11.1%,-5.1%,5.3%,4.9%,1.4%,-10.0%
CCOC(=O)c1c(NC(N)=O)sc(C)c1C,-1.5%,-1.2%,-9.8%,4.6%,13.1%,-2.0%,0.5%,-1.2%
c1ccc(-n2ncc3cccnc32)cc1,7.1%,13.5%,i,-2.5%,-0.9%,.,0.0%,-3.4%
O=C(O)c1ccc(NS(=O)(=O)c2ccc3c(c2)C2C=CCC2C(c2ccccc2F)N3)cc1 (centres undefined),1.1%,7.94µM*,?,9.1%,49.8%[activator],.,-1.7%,-4.3%
Cc1nnc2ccc(N3CCN(C(=O)c4ccccc4)CC3)nn12,-3.7%,-1.2%,-1.8%,3.5%,1.5%,3.8%[15.4 µM],-5.5%,5.6%
Cc1noc(C)c1CSc1nc2ccccc2s1,3.3%,7.8%,-7.1%,-17.8%,7.4%,-14.4%,-1.0%,8.4%
O=C(NC1CCCCC1)Nn1c(-c2ccccc2)nc2ccccc2c1=O,-4.4%,13.1%,-3.0%,1.7%,-2.6%,?,-2.3%,-11.3%
Cc1c(C)c2c(c(C)c1O)CC[C@@](C)(CCC[C@@H](C)CCC[C@@H](C)CCCC(C)C)O2,.,.,-8.2%,-1.9%,11.3%,.,?,-9.3%
CCn1c(SCC(=O)NCCc2ccccc2)nnc1-c1ccco1,11.2%,1.6%,-1.0%,-2.0%,7.0%,7.1%,-0.8%,3.5%
CCc1ccccc1N(CC)C(=O)CCc1nc(-c2ccc(C)cc2)no1,-12.5%,57.0%[activator],-8.4%,3.0%,-6.1%,?,-9.7%,6.8%
CN1CCN(S(=O)(=O)c2ccc(N3CCN(S(=O)(=O)/C=C/c4ccccc4)CC3)nc2)CC1,-26.0%,2.4%,-10.0%,6.5%,2.2%,3.1%,-6.0%,11.7%
O=C(Nc1nnc(SCC(=O)N2CCCc3ccccc32)s1)c1cccc2ccccc12,-1.1%,-6.6%,2.5%,-5.2%[53 µM],11.3%,6.3%,-1.7%[53 µM],9.6%
CCc1ccccc1Nc1nc(N)nc(CSCC(=O)c2cc(C)n(C)c2C)n1,-6.4%,.,-5.8%,5.4%,8.1%,3.2%,1.4%,-0.9%
c1cnc(NCCNc2ncccn2)nc1,-6.3%,2.3%,i,2.1%,-16.7%,6.7%,1.7%,1.8%
CCOC(=O)Cc1csc(NC(=O)c2ccc(S(=O)(=O)N3CCOCC3)cc2)n1,-4.7%,3.7%,-4.6%,-4.3%,12.5%,-3.5%,-2.0%,-1.2%
COc1ccc2c(c1)c(C(O)CN1CCN(Cc3ccc4c(c3)OCO4)CC1)c(C)n2C (centres undefined),-28.3%,-35.7%,i,-16.7%,-39.4%,-11.8%,4.2%,2.5%
COC(=O)c1cccc(NC(=O)c2cc3sccc3n2C)c1,-5.7%,.,i,-3.6%,8.4%,-2.6%,-7.7%,-8.3%
CCOC(=O)c1cc2occc2n1CC(=O)NC1CCC(C)CC1 (centres undefined),-10.3%,-11.0%,-7.8%,-2.1%,4.1%,-11.4%,3.5%,3.4%
CCn1c(SCC(=O)NNC(=O)c2ccc(C)cc2)nnc1-c1ccco1,9.1%,9.9%,10.3%,-8.5%,0.4%,6.9%,-1.0%,-0.2%
COC(=O)C1=C(C(=O)OC)[C@@H]2Nc3ccccc3[C@@]23C[C@@H](C(=O)OC)N(C(=O)C2CCC2)C3=N1,.,.,-18.2%[11.5 µM],7.3%[11.2 µM],0.4%[14.2 µM],.,1.1%[11.2 µM],3.1%[17.4 µM]

# Compound profiles (already shown).
# `COc1ccc2c(c1)c(C(O)CN1CCN(Cc3ccc4c(c3)OCO4)CC1)c(C)n2C` (centres undefined) in the list: GAA glycogen = -28.3%; L3MBTL1 block = -35.7%; RECQ1 inh = i; TRb SRC2 PPI = -16.7%; RGS12 GoLoco inh = -39.4%; GAA inhib = -11.8%; TR SRC2 fluor cs = 4.2%; aGlu spleen mod = 2.5%
# `COC(=O)c1cccc(NC(=O)c2cc3sccc3n2C)c1` in the list: GAA glycogen = -5.7%; L3MBTL1 block = .; RECQ1 inh = i; TRb SRC2 PPI = -3.6%; RGS12 GoLoco inh = 8.4%; GAA inhib = -2.6%; TR SRC2 fluor cs = -7.7%; aGlu spleen mod = -8.3%

# Additional compounds
SMILES,GAA glycogen,L3MBTL1 block,RECQ1 inh,TRb SRC2 PPI,RGS12 GoLoco inh,GAA inhib,TR SRC2 fluor cs,aGlu spleen mod
S=C(NCCc1ccncc1)Nc1cccc2ccccc12,4.4%,1.0%,-9.8%,-3.0%,6.4%,-9.3%,1.3%,-2.1%
O=C(Nc1ccccc1-c1nc2ccccc2[nH]1)c1ccc(N2C(=O)CCC2=O)cc1,2.0%,6.4%,18.4%,2.8%,-8.7%,?,-2.8%,-6.0%
CC1CCN(S(=O)(=O)c2ccc(NC(=O)CN3CCOCC3)cc2)CC1,4.3%,.,-3.0%,-6.6%,4.1%,-1.0%,-1.1%,-8.9%
O=C(CN1CCCCCC1)N/N=C/c1cccc(Cl)c1,-9.7%,4.7%,1.5%,5.6%,1.3%,5.8%,-0.4%,5.3%
CC(=O)Nc1ccc(-n2nnnc2SCC(=O)N2CCN(C(=O)c3ccco3)CC2)cc1,7.0%,5.3%,-22.7%,-8.6%,12.3%,-2.6%,-7.9%,2.4%
COC(=O)c1ccc(N2CCN(C(C)=O)CC2)c(NC(=O)c2cccnc2)c1,-7.3%,7.1%,-5.6%,3.3%,9.8%,4.2%,-0.3%,-0.9%
O=C(O)CNC(=O)c1ccc(OC(F)F)cc1,-2.7%,1.1%,-0.2%,-3.5%,7.9%,-4.9%,-0.9%,-9.8%
Cc1ccccc1OCC(=O)Nc1ccc2c(c1)Cc1ccccc1-2,1.2%,-10.7%,-5.7%,0.7%,.,-7.3%,-1.6%,3.7%
O=C(CSc1ccc(F)cc1)NC(=O)NCc1ccccc1,3.2%,0.0%,-16.9%,-6.5%,2.0%,8.1%,-0.1%,-2.1%
C/C(=C/C=N/Nc1nc(N2CCCCC2)nc(N2CCCCC2)n1)c1ccccc1,-9.9%,-10.7%,-3.2%,-6.6%,-4.3%,-1.4%,1.5%,6.6%
c1ccc(-c2csc(N3CCCCCC3)n2)cc1,2.1%,10.8%,-2.9%,3.8%,-2.1%,5.2%,2.9%,4.5%
O=C(O)CNC(=S)N(Cc1ccccc1Cl)C1CCCC1,9.3%,.,-1.1%,1.4%,4.6%,-5.0%,-0.7%,-3.6%
Cc1ccc2nc(NC(=O)C3CCCN(S(=O)(=O)c4cnc[nH]4)C3)sc2c1 (centres undefined),5.4%,39.5%[activator],-6.4%,4.3%,-4.9%,3.0%,-1.7%,-7.8%
Cc1ccccc1NC(=O)Cn1nc(-c2ccccc2)nc1-c1ccccc1,1.3%,6.1%,-1.5%,-3.7%,7.8%,-3.9%,-0.3%,1.4%

# Screening results: PubChem, National Center for Advancing Translational Sciences (NCATS)
